Screening results: PubChem, National Center for Advancing Translational Sciences (NCATS)
GAA glycogen mod: inhibitors or activators of human alpha-glucosidase glycogen cleavage | 300,000 compounds, 0.38% hits | Potency, µM (top dose mostly 76.4 µM), for inactives: at the top dose activity change, negative = inhibition, usual class: inhibitors | P10253 | recombinant GAA, glycogen substrate, Amplex Red glucose oxidase fluorescence; active = well fitted inhibition curve with a large enough effect; inconclusive = small, poorly fitted or top-dose-only effect, or another doubt; inactive = no such curve, though single readings can be large or run the other way;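 note: 0% = full enzyme reaction and -100% = no-enzyme basal signal; the screen sought inhibitors and activators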
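qHTS, 1536-well; enzyme 4 nM final; cpd up to 77 uM; substrate bovine liver glycogen 30 ug; 50 mM citrate/phosphate pH 5.0, 0.01% Tween-20; 37 C, 40 min; Amplex Red detection 45 min RT; Hill fit → AC50.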
Starred values were filed as active, the others as inactive; ? = inconclusive; [ ] = remark or other dose. Potency is the fitted concentration of half-maximal effect. A portion of the library. The share of hits here may be higher or lower than overall.

SMILES | GAA glycogen mod
CCOc1ccccc1NC(=O)[C@@H](NC(=O)c1ccccc1F)C(C)C | -10%
c1coc(CNc2nc3ccccc3s2)c1 | 1%
O=C(NNC(=O)c1ccccc1O)c1ccc(Br)cc1 | 2%[76.3 µM]
COc1ccc(N2CCN(C(=O)C(=O)c3c[nH]c4ccccc34)CC2)cc1 | -9%[76.3 µM]
CC(=O)N(Nc1ccccc1)c1ccccc1 | -7%
COc1ccc(C(=O)N2CCN(CCCc3ccccc3)CC2)cc1OC | 10%
CC(C)CN1CCN(C(=O)CCc2nnc(Cc3c[nH]c4ccccc34)o2)[C@@H](C)C1=O | -3%[76.3 µM]
COc1ccc2c(c1)nc(CN1CCN(CCO)CC1)n2C | -9%[76.3 µM]
CCCCN(C(=O)c1ccc(C#N)cc1)c1c(N)n(CCC)c(=O)[nH]c1=O | -1%
CCn1cc(CNC(=O)c2ccc3nc(Cc4ccccc4F)oc3c2)cn1 | 2%[76.3 µM]
O=C(CSc1nnc(COc2ccc(Cl)cc2)o1)N1CCCC1 | -5%
Cc1ccc(N(C(=O)c2ccco2)C(C(=O)NC2CCCC2)c2cccnc2)cc1 (stereo not drawn) | -9%[76.3 µM]
O=C(c1ccccc1NS(=O)(=O)c1ccc(F)cc1)N1CCOCC1 | -2%[76.3 µM]
N#Cc1cc2cc3c(cc2nc1SCC(=O)N1CCCC1)OCCO3 | 2%
COc1ccccc1-c1nnc(NC(=O)CCS(=O)(=O)c2ccccc2)o1 | -11%[76.3 µM]

4 successive records from above, quoted:
SMILES | GAA glycogen mod
c1coc(CNc2nc3ccccc3s2)c1 | 1%
O=C(NNC(=O)c1ccccc1O)c1ccc(Br)cc1 | 2%[76.3 µM]
COc1ccc(N2CCN(C(=O)C(=O)c3c[nH]c4ccccc34)CC2)cc1 | -9%[76.3 µM]
CC(=O)N(Nc1ccccc1)c1ccccc1 | -7%

(list continues)
SMILES | GAA glycogen mod
Cc1ccc(C2=NN(C(=O)CCCC(=O)O)C(c3ccc4c(c3)OCO4)C2)cc1 (stereo not drawn) | 18%[76.3 µM]
COc1ccc(C(=O)NCc2ccc(N3CCN(C)CC3)cc2)cc1 | -1%
CCOc1ncccc1C(=O)NCCc1ccc(Cl)cc1 | 0%
COC(=O)C1=CN(c2ccc(F)cc2)C=C(C(=O)OC)C1c1ccc(O)cc1 | 4%
COc1cc2ncnc(NCc3cccc(F)c3F)c2cc1OC | 0%
Cc1ccc(C(=O)N(CC(=O)NC2CCCC2)c2cccc(F)c2)s1 | -3%
Clc1cccc(CN2CCN(c3ncccn3)CC2)c1Cl | 6%[76.3 µM]
CCCS(=O)(=O)N1CCc2ccc(NC(=O)c3ccccc3Cl)cc2C1 | -9%[76.3 µM]
C/C(=N/OC(=O)c1ccccc1Br)c1ccc(C)cc1 | -3%[76.3 µM]
Cc1ccc(NC(=O)O/N=C/c2ccc(N(C)C)cc2)cc1 | -22%
CCC(Cc1ccccc1)NC(=O)c1ccc2nc(N3CCOCC3)sc2c1 (stereo not drawn) | 6%[76.3 µM]
O=C(CCCn1cncn1)N1CCCC(N2CCN(c3ccccc3F)CC2)C1 (stereo not drawn) | 2%[76.3 µM]
O=C(Oc1cccc(C(=S)N2CCOCC2)c1)c1ccc([N+](=O)[O-])cc1[N+](=O)[O-] | -3%[76.3 µM]
FC(F)(F)c1ccccc1/C=N/n1c(COc2ccccc2)n[nH]c1=S | -23%
CCC(C)N(C(=O)Cn1nnc(-c2ccc(F)cc2)n1)C1CCS(=O)(=O)C1 (stereo not drawn) | -3%[76.3 µM]
COc1ccc(C(=O)N2CCN(c3ccccc3)CC2)cc1S(=O)(=O)N1CCCC1 | 1%[76.3 µM]
CCCC(C(=O)NCC1CCCO1)N(Cc1ccccc1)C(=O)CNS(=O)(=O)c1ccccc1 (stereo not drawn) | -4%
Cc1ncc([N+](=O)[O-])n1CCN1C(=O)c2ccccc2C1=O | 5%
CC1=C(C(N)=O)C(c2ccccc2F)n2nc(CCCO)nc2N1 (stereo not drawn) | -12%
COc1ccccc1NC(=O)C1CCN(C(=O)C2CC(=O)N(c3ccc(C)cc3)C2)CC1 (stereo not drawn) | 1%
CSCc1ccc(C(=O)N2CCC(N3CCC(C(=O)NC(C)C)CC3)CC2)o1 | 2%[76.3 µM]
Cc1ccc(-n2c(-c3ccc(Cl)cc3)n[nH]c2=S)c(C)c1 | -23%[76.3 µM]
CCN(CC)S(=O)(=O)c1ccc(OC)c(NC(=O)C2CC(=O)N(c3ccc4c(c3)OCCO4)C2)c1 (stereo not drawn) | -5%[76.3 µM]
Cc1cc(C)nc(SCC(=O)N/N=C/c2ccc3c(c2)OCO3)n1 | -2%[76.3 µM]
COc1ccc(CCC(=O)N2CCN(C(=O)c3ccccc3)CC2)cc1 | 5%
COc1ccc(-n2c(C)c(C(C)=O)c3cc(OC(C)=O)ccc32)cc1 | -2%[76.3 µM]
COc1ccc(N2CCN(C3CCCN(Cc4ccc(F)c(F)c4)C3)CC2)cc1 (stereo not drawn) | -6%[76.3 µM]
CCn1c(SCC(=O)NC2CCCCC2)nnc1C(C)NC(=O)c1ccccc1F (stereo not drawn) | 4%
O=C(Nc1cccc(-n2cccn2)c1)C1CCCN(Cc2ccc(C#CCCO)cc2)C1 (stereo not drawn) | -5%[76.3 µM]
CCCCN(CC)C(=O)Cn1nc(Cc2ccncc2)c2ccccc2c1=O | 0%
COc1ccc(NC2CCCN(C(=O)c3cccc(N(C)C)c3)C2)cc1 (stereo not drawn) | ?
Cc1cc(C(=O)N/N=C/c2c(CO)cnc(C)c2O)c2ccccc2n1 | 1%[76.3 µM]
Cc1ccc(C(C)(C)C)cc1S(=O)(=O)N1CC(=O)Nc2ccccc21 | 6%
O=C(NC(=S)Nc1cccnc1)c1cccc(Br)c1 | -1%
O=C(COc1ccc(Cl)cc1)Nc1ccc(C(=O)O)cc1NC(=O)COc1ccc(Cl)cc1 | -17%[76.3 µM]
CN(C)c1ccc(C(=O)NCc2ccc3c(c2)OCO3)cc1 | 16%[76.3 µM]
CCCCn1c(SCC(=O)c2ccc(O)cc2O)nc2cc(S(N)(=O)=O)ccc21 | 0%
COc1ccc(C(=O)NCCc2nnc3ccc(SCC(=O)Nc4ccccc4F)nn23)cc1 | 8%[76.3 µM]
CC(=O)Nc1ccc(S(=O)(=O)N2CCN(S(=O)(=O)c3ccc(NC(C)=O)cc3)CC2)cc1 | -3%
COc1ccc(NC(=O)CCS(=O)(=O)c2ccc3nc(C)sc3c2)cc1OC | 2%[76.3 µM]
CCOC(=O)[C@@H]1[C@H]2COc3ccc(Br)cc3[C@@H]2N2C(=O)N(c3cccc(F)c3)C(=O)[C@@]12C | -9%[76.3 µM]
CCOc1ccc(CNS(=O)(=O)c2ccc(-c3ccc(=O)[nH]n3)o2)cc1OC | -4%[76.3 µM]
CCOc1ccc(NC(=O)CCC(=O)Nc2cc(OC)c(NC(=O)c3ccco3)cc2OC)cc1 | 4%
Cc1ccc(C(=O)N2CCN(c3ccc(NC(=O)c4ccc5c(c4)OCCO5)cc3)CC2)cc1 | 3%[76.3 µM]
Cc1cccc(N(Cc2ccccc2)C(=O)c2ccc(CS(C)(=O)=O)cc2)c1 | -7%[76.3 µM]

Three entries from above, field by field.
CC(=O)Nc1ccc(S(=O)(=O)N2CCN(S(=O)(=O)c3ccc(NC(C)=O)cc3)CC2)cc1
  GAA glycogen mod: -3%

CCCCn1c(SCC(=O)c2ccc(O)cc2O)nc2cc(S(N)(=O)=O)ccc21
  GAA glycogen mod: 0%

O=C(COc1ccc(Cl)cc1)Nc1ccc(C(=O)O)cc1NC(=O)COc1ccc(Cl)cc1
  GAA glycogen mod: -17%[76.3 µM]

Remaining list, next part
SMILES | GAA glycogen mod
COc1ccc(C(=O)Nc2ccc(S(=O)(=O)N3CCOCC3)cc2)cc1[N+](=O)[O-] | 3%[76.3 µM]
Cc1cc2c(cc1C)C(c1cccc(F)c1)CC(=O)N2 (stereo not drawn) | 0%[76.3 µM]
Cc1cccc2c1NC(=O)C2(O)N1CCCC(C)C1 (stereo not drawn) | 16%[76.3 µM]
O=C(O)c1ccc(NC(=S)NC(=O)c2cccnc2)cc1 | -1%[76.3 µM]
COc1ccc(NC2CCCN(C(=O)c3ccc(C)c(N4CCNC4=O)c3)C2)cc1 (stereo not drawn) | -7%[76.3 µM]
CCN(C(=O)CN1C(=O)/C(=C/c2ccccc2F)SC1=S)C1CCS(=O)(=O)C1 (stereo not drawn) | 2%[76.3 µM]
O=C(Cc1cccc(C(F)(F)F)c1)N1CCCC1 | 0%
COc1ccc(N(C(=O)CNC(=O)c2ccco2)C(C(=O)NC2CCCC2)c2ccco2)cc1 (stereo not drawn) | 4%[76.3 µM]
CCc1ccc(-c2cc(C)no2)cc1S(=O)(=O)Nc1cccc(CN2CCCC2)c1 | 1%[76.3 µM]
Cc1cccc(-c2c(NC(=O)c3ccco3)oc3ccc(Cl)cc3c2=O)c1 | -11%[76.3 µM]
CCOC(=O)c1cnn(C)c1NC(=O)c1ccc([N+](=O)[O-])cc1 | 3%
Brc1ccc(-c2noc(-c3ccccn3)n2)o1 | -8%
CN(c1ccc(C(=O)N/N=C/c2cccc([N+](=O)[O-])c2)cc1)S(=O)(=O)c1ccccc1 | -1%
CCn1ncc(S(=O)(=O)N2CCN(c3cccc(OC)c3)CC2)c1C | 5%[76.3 µM]
COc1ccc(OCC(=O)Nc2ccc(S(=O)(=O)N3CCCC3)cc2)cc1 | -6%
CC1(C)CC(NC(=O)c2cccc(Cl)c2)CC(C)(C)N1 | -11%[76.3 µM]
CCCC(=O)Nc1ccc(N2CCN(C(=O)c3cc4ccccc4o3)CC2)cc1 | 2%
CN(CCOc1ccc(Cl)cc1)Cc1cccc(S(=O)(=O)N(C)C)c1 | 5%[76.3 µM]
CC(=O)Nc1ccc(S(=O)(=O)NC2(C(F)(F)F)NC(=O)N(Cc3ccccc3)C2=O)cc1 (stereo not drawn) | -3%[76.3 µM]
CCc1ccc2oc(=O)cc(CN3CCCCC3)c2c1 | 5%
CCCCCC(=O)Nc1nnc(CCc2ccccc2)s1 | 0%[76.3 µM]
CCNC(=O)/C(C#N)=C/c1c(N2CCN(C)CC2)nc2c(C)cccn2c1=O | -1%
Cc1ccccc1NS(=O)(=O)c1cc2c3c(c1)C(C)C(=O)N3CCC2 (stereo not drawn) | -10%[76.3 µM]
COc1ccc(OC)c(C(=O)c2ccccn2)c1 | 3%[76.3 µM]
CC(C)Cc1n[nH]c(=O)c2c1nnn2Cc1ccccc1F | 11%
O=C(NCCN1CCOCC1)c1cc(-c2cccc(Cl)c2)on1 | 4%[76.3 µM]
O=S(=O)(NCc1nnc2c(C(F)(F)F)cc(Cl)cn12)c1ccccc1 | -13%[76.3 µM]
CCCCSc1nc2sc3c(c2c(=O)n1-c1ccc(OC)cc1)CCN(C)C3 | -2%
Cc1ccc(S(=O)(=O)N(CC(=O)N2CCOCC2)c2ccccc2F)cc1 | 0%
COc1ccc(O)c(/C=N/NC(=O)CCC(=O)Nc2ccc(F)cc2)c1 | 3%

Continued, starting with the last 2 of the part before.
SMILES | GAA glycogen mod
Cc1ccc(S(=O)(=O)N(CC(=O)N2CCOCC2)c2ccccc2F)cc1 | 0%
COc1ccc(O)c(/C=N/NC(=O)CCC(=O)Nc2ccc(F)cc2)c1 | 3%
COC(=O)c1ccccc1NC(=O)c1onc(C)c1Cl | -7%
Cc1ccc(CCNC(=O)c2ccc3nc4ccc(Cl)cc4c(=O)n3c2)cc1 | 3%
O=C(COc1ccccc1Cl)Nc1ccc(N2CCCC2)cc1 | 0%[76.3 µM]
C[C@H](NC(=O)N1CCn2c1nc1ccccc12)C(=O)NC1CCCCC1 | -5%[76.3 µM]
Cc1cccc(NC(=O)CSc2nnnn2C2CCCC2)c1 | -10%
CCn1c(=O)c(C(=O)Nc2ccccc2)c(O)c2ccccc21 | 1%[76.3 µM]
COc1ccccc1OCc1nnc(SCC(=O)Nc2nnc(C3CC3)s2)n1C | -13%
O=C(COc1ccc2c3c(c(=O)oc2c1)CCCC3)NCc1ccccn1 | -25%[76.3 µM]
Cc1c(Cl)cccc1N(CC(=O)NC(C)c1ccccc1)S(C)(=O)=O (stereo not drawn) | 3%[76.3 µM]
COc1ccc(C2=NN(C(=O)c3ccccc3)C(c3ccc(OC)c(OC)c3)C2)c(O)c1 (stereo not drawn) | -10%
CSc1cccc(NC(=O)C2C3C=CC4(O3)C2C(=O)N(CCCN2CCOCC2)C4C(=O)NC2CCCCC2)c1 (stereo not drawn) | 1%[76.3 µM]
Cc1ccc(Cl)cc1N1CCN(S(=O)(=O)c2cc3c(cc2C)NC(=O)CO3)CC1 | -2%[76.3 µM]
COc1ccccc1NC(=O)NNC(=O)CN1C(=O)COc2ccccc21 | -5%[76.3 µM]
OCCCNc1ncnc2sc3c(c12)CCN(Cc1ccccc1)C3 | -18%
CN(C)CCCNC(=O)/C(=C/c1ccc(-c2ccc([N+](=O)[O-])cc2)o1)NC(=O)c1ccccc1 | 4%[76.3 µM]
CCN(c1ccccc1)S(=O)(=O)c1nnc(NC(=O)C(C)C)s1 | 5%
